SNCA expr inh: SNCA gene expression inhibition; HEK-293 SNCA-luciferase knock-in, luminescence, 24 h; Potency, µM (top dose mostly 57.2 µM), for the others: at the highest dose activity change, negative = inhibition, hits mostly inhibitors; 140,000 tested, 0.17% active;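 note: potency is the fitted concentration of half-maximal effect; plate controls were DMSO cells for no effect and cell-free wells for full effect; nearly all actives have a fitted effect of over 45% in size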
IP6K1 inhibitor: inhibitors of human IP6K1; activity change, % (series mostly up to about 58 µM); AID 1645851; IP6K1 kinase, ADP-Glo luminescence, 2 h; hits give low values; 140,000 tested, 0.81% active; Q92551; in the data active = activity change below about -25%
Target sequence (Q92551 whole entry, looked up): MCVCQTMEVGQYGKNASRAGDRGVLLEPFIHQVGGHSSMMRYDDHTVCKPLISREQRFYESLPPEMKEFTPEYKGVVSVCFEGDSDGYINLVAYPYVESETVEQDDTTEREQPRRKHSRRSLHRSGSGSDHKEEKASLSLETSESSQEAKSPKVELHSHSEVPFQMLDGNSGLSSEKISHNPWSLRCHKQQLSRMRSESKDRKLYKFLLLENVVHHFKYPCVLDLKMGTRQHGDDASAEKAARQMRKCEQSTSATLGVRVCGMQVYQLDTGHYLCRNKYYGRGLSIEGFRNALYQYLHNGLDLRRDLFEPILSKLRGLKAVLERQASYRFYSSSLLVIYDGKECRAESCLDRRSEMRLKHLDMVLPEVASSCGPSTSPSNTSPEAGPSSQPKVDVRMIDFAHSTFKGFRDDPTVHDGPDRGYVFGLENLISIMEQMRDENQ
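ADP-Glo luminescence measures ADP made by human IP6K1 during a 2 h RT reaction with ATP/IP6 (mix at 1.3 mM/130 uM); top library doses 57.5 and 19.1 uM final.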
SNCA viab count: reduces viability of HEK-293 SNCA reporter cells. HEK-293-SNCA-luc viability, GF-AFC fluorescence, 24 h. Potency, µM (titrated, usually from 57.1 µM), for the others: at the top dose activity change, negative = cytotoxicity, most hits filed as cytotoxic. 150,000 tested, 0.12% active;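 note: potency is the fitted concentration of half-maximal effect; 0% = DMSO-treated cells and -100% = medium-only wells without cells; nearly all actives have a fitted effect of over 30% in size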
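Cytotoxicity counterscreen: after 24 h compound treatment of genome-edited SNCA-luciferase HEK-293 cells, live-cell protease substrate GF-AFC read by fluorescence after 30 min; activity scaled between DMSO (0%) and medium-only (-100%), curves Hill-fitted.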
Luciferase inh: blocks purified firefly luciferase enzyme activity; P08659; purified P. pyralis luciferase, luminescence, biochemical; Potency, µM (top dose mostly 115 µM), for the others: top-dose activity change, negative = inhibition, actives largely listed as inhibitors; 76,000 tested, 2.5% active; note: potency is the fitted concentration of half-maximal effect; nearly all actives have a fitted effect of over 65% in size
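Luminescence read by CCD imaging after purified firefly luciferase (10nM final) was added to substrate buffer holding 10uM D-luciferin and 10uM ATP, pH 7.5, pre-dosed with compound.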
GPT2 inh: inhibitors of human GPT2 alanine aminotransferase | Q8TD30 | Recombinant GPT2, coupled pyruvate oxidase/HRP Amplex Red fluorescence | Potency, µM (doses to about 57.7 µM), for inactives: top-dose activity change, negative = inhibition, usual class: inhibitors | 100,000 tested, 0.25% active; note: potency is the fitted concentration of half-maximal effect; nearly all actives have a fitted effect of over 60% in size; many of its hits are not listed in these tables
Target sequence (Q8TD30 whole entry, looked up): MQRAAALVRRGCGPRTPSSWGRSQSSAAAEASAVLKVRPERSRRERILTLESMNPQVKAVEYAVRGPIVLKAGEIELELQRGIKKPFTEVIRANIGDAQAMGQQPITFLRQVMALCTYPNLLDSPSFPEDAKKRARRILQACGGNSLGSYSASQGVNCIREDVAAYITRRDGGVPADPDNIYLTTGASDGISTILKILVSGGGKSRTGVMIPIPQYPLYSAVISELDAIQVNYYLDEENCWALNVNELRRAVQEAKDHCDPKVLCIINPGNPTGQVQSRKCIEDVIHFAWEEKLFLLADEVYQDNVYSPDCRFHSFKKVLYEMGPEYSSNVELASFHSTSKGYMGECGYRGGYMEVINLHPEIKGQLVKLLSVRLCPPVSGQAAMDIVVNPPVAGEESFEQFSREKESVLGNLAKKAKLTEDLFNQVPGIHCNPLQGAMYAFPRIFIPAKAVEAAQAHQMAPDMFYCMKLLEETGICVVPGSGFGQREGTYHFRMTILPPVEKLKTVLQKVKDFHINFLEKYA
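Inhibition is scored from Amplex Red fluorescence generated when pyruvate oxidase and HRP act on pyruvate released by GPT2. Reactions contain 10ng/uL enzyme, 250uM a-KG and 2mM L-alanine and run 30 min at room temperature.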
3T3 cytotox: cytotoxic compounds in NIH 3T3 cells; NIH 3T3 viability, CellTiter-Glo ATP luminescence, 48-72 h; Potency, µM (highest dose often 96.7 µM), without a hit: at the top dose activity change, negative = cytotoxicity, actives largely listed as inhibitors; 94,000 tested, 4.3% active; AID 1345082; note: potency is the fitted concentration of half-maximal effect; nearly all actives have a fitted effect of over 55% in size
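Cells were seeded at 400 per well, treated with pin-transferred compound, and kept 48 or 72 hr at 37 °C before CellTiter-Glo addition and luminescence imaging of cellular ATP.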
HEK293 tox: cytotoxic compounds in HEK 293 cells. HEK 293 viability, ATP luminescence (CellTiter-Glo), 48-72 h. Potency, µM (doses to about 115 µM), for inactives: at the highest dose activity change, negative = cytotoxicity, usual class: inhibitors. 94,000 tested, 6.6% active; note: potency is the fitted concentration of half-maximal effect; nearly all actives have a fitted effect of over 60% in size
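Cells seeded first (HEK 293, 250 cells/well), then compound added by pintool. Incubation ran 48 or 72 hr at 37 degree Celsius. CellTiter-Glo was added and luminescence imaged after 10 min at room temperature.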
Numbers without * were called inactive; i = inactive; u = inconclusive; x = no result given; [ ] = another dose, or the depositor's remark. Unless noted, calls come from the whole dose curve; as a rule, active = well fitted curve in the direction sought with a large enough effect; inconclusive = small, poorly fitted or top-dose-only effect, or another doubt; inactive = no such curve, though single readings can be large; an effect the other way counts as inactive or inconclusive. Unless noted, % is set by controls: 0 for no effect and ±100 for the full control effect.

SMILES	SNCA expr inh	IP6K1 inhibitor	SNCA viab count	Luciferase inh	GPT2 inh	3T3 cytotox	HEK293 tox
CCn1c2ccccc2c2nnc(SCC(=O)O)nc21	-2%	11	10%	x	x	x	x
CCS(=O)(=O)c1nc(S(=O)(=O)c2ccc(C)cc2)c(NC(C)c2ccccc2)s1 (stereo not drawn)	0%	-19	-1%	x	x	x	x
CSc1ccc(-c2noc(-c3ncn4c3COC(c3ccc(F)cc3)C4)n2)cc1 (stereo not drawn)	4%	-4	1%	-16%	i	25µM*	32µM*
COc1ccc(C(=O)Nc2ccc(-c3nnc4n3CCCCC4)cc2)cc1OC	-3%	9	4%	x	x	x	x
O=C(Nc1ccccc1)O[C@@H]1CO[C@H]2[C@@H]1OC[C@@H]2n1nnnc1-c1ccc2c(c1)OCCO2	53%[activator]	4	2%	45µM*	i	-26%	-13%
CCCN1CCN(C(=O)C2CCCN(c3cnc4nccnc4c3)C2)CC1 (stereo not drawn)	-12%	3	-6%	-3%	3%	-7%	4%
CC(NC(=O)CSc1n[nH]c(-c2ccccc2Cl)n1)c1nc2ccccc2[nH]1 (stereo not drawn)	13%	11	13%	x	x	x	x
CCN(CC)C(=O)c1cccc(-c2ccc(OCCn3ccnc3)cc2)c1	1%	-11	-5%	8%	-2%	u	45µM*
CCOc1ccc(CN2C(=O)c3ccccc3C2C(=O)NCCc2ccc(OC)c(OC)c2)cc1 (stereo not drawn)	15%	1	-10%	x	x	x	x
Cc1ccc(NC(=O)Nc2ccc(C)n(CC(=O)NCCN3CCCC3)c2=O)cc1	81%[activator]	-10	11%	14µM*	i	-2%	-15%
CCOC(=O)c1ccc(NC(=O)CCS(=O)(=O)c2ccc3c(c2)oc(=O)n3C)cc1	3%	10	5%	x	x	x	x
CC(CCN1CCOCC1)NC(=O)c1cccc(NCC(=O)O)c1 (stereo not drawn)	9%	-10	-6%	-2%	i	-26%	-29%
CCc1ccccc1NC(=O)Cn1c(=O)n(-c2ccc(C)cc2)c(=O)c2cc(OC)c(OC)cc21	25%	17	-6%	x	x	x	x
O=C(C[C@@H]1CCNC[C@@H]1Cc1cc(-c2ccccc2)on1)N1CCOCC1	4%[87.6 µM]	-3	2%[87.6 µM]	-5%[172 µM]	i	-1%[174 µM]	-1%[172 µM]
O=C(CCC1CCCN(S(=O)(=O)c2ccc(F)cc2)C1)NCCN1CCOCC1 (stereo not drawn)	u	8	-22%	1%	-7%	i	-2%
O=C(C1CC1)N1CCCC(C(=O)N2CCC(c3nc4ncccc4[nH]3)C2)C1 (stereo not drawn)	-5%	13	11%	x	-21%	-19%	4%
Cc1ccc(NC(=O)CSc2nc(-c3ccco3)cc(C(F)(F)F)n2)cc1	u	31	-14%	x	x	x	x
Cc1ccc(-n2nc(C(=O)N3CCN(c4cccc(C(F)(F)F)c4)CC3)c(=O)n(C)c2=O)cc1	u	2	7%	x	x	x	x
O=c1oc2ccc(Cl)cc2cc1-c1nc(-c2cccs2)no1	-18%	10	-8%	x	x	x	x
Cc1ccc(C)c(N2CCN(S(=O)(=O)c3c(C)nc4sccn4c3=O)CC2)c1	-6%	12	3%	x	x	x	x
Cc1cccc(NC(=O)COc2cccc3c(=O)n(C)ccc23)c1C	27%	8	11%	x	x	x	x
Cc1ccccc1NC(=O)C1CC(=O)N(c2n[nH]c3cccc(F)c23)C1 (stereo not drawn)	1%	-9	3%	5%	-13%	0%	15%
COc1ccccc1-c1cccc(CN2CCC(NC(=O)NC(C)C)CC2)c1	-2%	-5	1%	x	u	u	u
COc1ccc(NC(=O)c2c(NCc3cccc(F)c3)sc3c2CCCC3)c(OC)c1	u	-15	-22%	x	x	x	x
CN(C)C(=O)c1ccc2c(c1)N(C)C(CC(=O)NCC(C)(C)O)CO2 (stereo not drawn)	u	3	5%	-2%	-22%	-16%	-5%
CCOc1ccccc1NC(=O)N1CCC(N2CC(OCC3CC3)C23CCOCC3)CC1 (stereo not drawn)	-4%	-3	2%	x	-11%	-12%	-6%
Cc1nn2c(c1-c1ccccc1Oc1ccccc1)N(CC1CCOCC1)CCC2	u	6	-12%[87.6 µM]	-4%[172 µM]	2%[88.5 µM]	u	u
CC(=O)Nc1ccc(CN2CC(Oc3ccc4c(c3)OCO4)C2)cc1	50%[activator]	-4	6%	x	-5%	-14%	0%
Cc1cccc(CC(=O)N2CCC(n3cc(-c4nc(C)no4)nn3)CC2)c1	21%	19	-6%	-5%	-5%	-6%	-2%
COCC(NC(=O)c1ccc2nc(C3CCCCC3)oc2c1)c1ccnn1C (stereo not drawn)	25%	6	-17%	-2%	-3%	-24%	u
O=C(Nc1cccc(Br)c1)N1CCC2(CC1)SCC(=O)N2Cc1ccco1	5%	22	8%	u	-2%	16µM*	28µM*
Cc1cc(F)ccc1NC(=O)c1cc2n(n1)CC(c1ccc(Br)cc1)OC2 (stereo not drawn)	0%	15	10%	-18%	i	-29%	79µM*
Cc1cnc(C(=O)NC2C[C@H]3CC[C@@H](C2)N3C(=O)c2ccc(C)c(C)c2)cn1 (stereo partly drawn)	21%	7	-7%	-2%	i	-22%	-17%
Cc1ccc(-c2noc(C(C)NS(=O)(=O)c3ccc(C)cc3)n2)cc1 (stereo not drawn)	-7%	-10	9%	x	x	x	x
COc1cc(NS(=O)(=O)c2ccc(NC(=O)c3ccccc3C(=O)O)cc2)nc(OC)n1	3%	0	-1%	x	x	x	x
Cc1oc(-c2cccc(Cl)c2)nc1CSc1nncn2c1cc1occc12	-1%	6	4%	x	x	x	x
O=C(O)CC1CCCN(c2cnn(CC3CC3)c(=O)c2)C1 (stereo not drawn)	15%	6	-1%	-3%	i	-1%	3%
CCOc1ccccc1CN1CCN(C(=O)[C@H]2CCC[C@H]2NC(=O)c2ccncc2)CC1	-7%	12	2%	-2%	i	i	i
COc1ccc2c(CNCCc3ccco3)c(C(=O)O)n(Cc3ccccc3)c2c1	10%	21	-9%	x	x	x	x
O=C(C[C@@H]1CCNC[C@@H]1Cc1cc(CSc2ccccc2)on1)NC1CC1	-9%[87.6 µM]	6	0%[87.6 µM]	-3%[172 µM]	-13%[88.5 µM]	-28%[174 µM]	-26%[172 µM]
CC(C)C(=O)Nc1ccc(C2(C(=O)NCc3ccc(F)c(Cl)c3)CCC2)cc1	-7%	-2	11%	4%	-5%	35µM*	79µM*
COc1ccc(C2=Nc3ccc(F)cc3NC(c3cccc(C(F)(F)F)c3)=N2)cc1	-22%	-9	-12%	x	x	x	x
COCCNC(=O)CCn1c(=O)c2cc(OC)c(OC)cc2n(CC(=O)Nc2ccc(Cl)cc2F)c1=O	-2%	-10	7%	x	x	x	x
CCCn1c(C)c(CC(=O)NCC2COCCO2)c2c1CC(C)(C)CC2=O (stereo not drawn)	-9%	-5	2%	8%	-19%	0%	i
O=C(c1ccc(-c2ncc3cnc(-c4cccc(F)c4)cn23)cc1)N1CCc2cccnc21	28µM*	-17	25µM*	4%[172 µM]	1%[88.5 µM]	32µM*	10µM*

Random excerpt: 3 records from the list.
SMILES	SNCA expr inh	IP6K1 inhibitor	SNCA viab count	Luciferase inh	GPT2 inh	3T3 cytotox	HEK293 tox
Cc1ccc(-c2noc(C(C)NS(=O)(=O)c3ccc(C)cc3)n2)cc1 (stereo not drawn)	-7%	-10	9%	x	x	x	x
COc1cc(NS(=O)(=O)c2ccc(NC(=O)c3ccccc3C(=O)O)cc2)nc(OC)n1	3%	0	-1%	x	x	x	x
Cc1cnc(C(=O)NC2C[C@H]3CC[C@@H](C2)N3C(=O)c2ccc(C)c(C)c2)cn1 (stereo partly drawn)	21%	7	-7%	-2%	i	-22%	-17%

Additional results follow.
SMILES	SNCA expr inh	IP6K1 inhibitor	SNCA viab count	Luciferase inh	GPT2 inh	3T3 cytotox	HEK293 tox
CNC(=O)c1cc2cc(-c3c(C)noc3C)nc(-c3cccc(CO)c3)c2o1	72%[activator][87.6 µM]	0	-10%[87.6 µM]	1%[172 µM]	0%[88.5 µM]	u	u
COc1ccc(-c2ccc(C(=O)NCc3ccc(F)cc3F)cc2)nn1	x	12	x	x	x	u	u
Cc1ccc(N(CC(=O)N2CCN(c3ccccc3)CC2)S(=O)(=O)c2c(C)noc2C)cc1	0%	-4	12%	x	x	x	x
Cn1cccc1CN1CCC2(CC1)CC(=O)c1ccc(Cl)cc1O2	48%[activator][87.6 µM]	-1	-18%[87.6 µM]	u	i	u	45µM*
Cc1ccc(-c2nnn3c2nc(NCc2ccc4c(c2)OCO4)c2ccccc23)cc1	101%[activator]	-5	u	x	x	x	x
CCOC(=O)c1ccccc1NC(=O)CCc1c(C)nc2ncnn2c1C	41%[activator]	27	-1%	x	x	x	x
O=C(CN1C(=O)NC(c2ccccc2Cl)C2=C1COC2=O)Nc1ccc(F)cc1F (stereo not drawn)	-2%	-1	4%	5%	3%	-6%	u
COc1ccc(C(=O)N2C[C@@H](CO)[C@H](c3ccncc3)C2)cc1	13%	-9	-10%	1%	2%	3%	i
c1ccc(Cn2nc(C3CCOC3)nc2-c2ccoc2)cc1 (stereo not drawn)	4%	-6	3%	1%	i	i	5%
CN(C)C(=O)NC1CCN(Cc2cccc(-c3cccs3)c2)CC1	x	15	x	x	x	u	u
CCOc1ccccc1NC(=O)CSC1=Nc2ccccc2C2=NC(CC(=O)NCc3ccc4c(c3)OCO4)C(=O)N12 (stereo not drawn)	-18%	0	-29%	x	x	x	x
O=C(CCC1CCCC1)N1CCCC1c1nc(CCOCC2CCOCC2)no1 (stereo not drawn)	2%	11	-13%	-2%	i	-6%	u
CCc1cccc(CC)c1-n1c(C=C(C)C)c(C(=O)N2CCNCC2)cc(-c2nc(-c3ccc(C(F)(F)F)cc3)cs2)c1=O	x	-20	-3%[23.9 µM]	x	u	x	x

By substructure: the compounds so far with a CF3 group (four)
SMILES	SNCA expr inh	IP6K1 inhibitor	SNCA viab count	Luciferase inh	GPT2 inh	3T3 cytotox	HEK293 tox
Cc1ccc(NC(=O)CSc2nc(-c3ccco3)cc(C(F)(F)F)n2)cc1	u	31	-14%	x	x	x	x
Cc1ccc(-n2nc(C(=O)N3CCN(c4cccc(C(F)(F)F)c4)CC3)c(=O)n(C)c2=O)cc1	u	2	7%	x	x	x	x
COc1ccc(C2=Nc3ccc(F)cc3NC(c3cccc(C(F)(F)F)c3)=N2)cc1	-22%	-9	-12%	x	x	x	x
CCc1cccc(CC)c1-n1c(C=C(C)C)c(C(=O)N2CCNCC2)cc(-c2nc(-c3ccc(C(F)(F)F)cc3)cs2)c1=O	x	-20	-3%[23.9 µM]	x	u	x	x

An excerpt, so the mix of outcomes need not match the whole.
